ARNT-TACC3 inh: disruptors of human ARNT/TACC3 interaction; AlphaScreen His-ARNT PAS-B/GST-TACC3 binding, luminescence; TACC3 fragment carries E629A point mutation; AID 623870; inhibition, % at 9.99 µM; 0.66% of 390,000 active; Q9Y6A5;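 active = mean inhibition of replicates at least 50% and at least half of replicates each reaching 50%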;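 note: 0% = complete ARNT plus TACC3 wells and 100% = ARNT alone without TACC3; many hits fall short of the cut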
RAD54 branch: inhibitors of human RAD54 branch migration. 0.14% of 360,000 active. Q92698. RAD54 Holliday junction branch migration, FAM/BHQ fluorescence. inhibition, % at 10.4 µM;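 active = mean normalized replicate activity at least 40 and at least half of replicates scoring 40 or more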;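 note: 0% = median of neutral control wells and 100% = median of positive control wells; inhibitors cause a drop in the FAM fluorescence signal; in these data hits start at about 50%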
ERAP1 HTS inh: ERAP1 (human) enzyme inhibition. Q9NZ08. recombinant ERAP1, Leu-AMC fluorescence, 60 min. inhibition, % at 10.7 µM. 0.15% of 340,000 active. AID 652197;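 active = mean replicate inhibition of at least 30%, or all replicates individually reaching that 30% level; inactive = mean below 30% and not every replicate reaching it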;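 note: 0% = neutral control wells and 100% = L-leucinethiol positive control wells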
Target sequence (Q9NZ08 whole entry, looked up): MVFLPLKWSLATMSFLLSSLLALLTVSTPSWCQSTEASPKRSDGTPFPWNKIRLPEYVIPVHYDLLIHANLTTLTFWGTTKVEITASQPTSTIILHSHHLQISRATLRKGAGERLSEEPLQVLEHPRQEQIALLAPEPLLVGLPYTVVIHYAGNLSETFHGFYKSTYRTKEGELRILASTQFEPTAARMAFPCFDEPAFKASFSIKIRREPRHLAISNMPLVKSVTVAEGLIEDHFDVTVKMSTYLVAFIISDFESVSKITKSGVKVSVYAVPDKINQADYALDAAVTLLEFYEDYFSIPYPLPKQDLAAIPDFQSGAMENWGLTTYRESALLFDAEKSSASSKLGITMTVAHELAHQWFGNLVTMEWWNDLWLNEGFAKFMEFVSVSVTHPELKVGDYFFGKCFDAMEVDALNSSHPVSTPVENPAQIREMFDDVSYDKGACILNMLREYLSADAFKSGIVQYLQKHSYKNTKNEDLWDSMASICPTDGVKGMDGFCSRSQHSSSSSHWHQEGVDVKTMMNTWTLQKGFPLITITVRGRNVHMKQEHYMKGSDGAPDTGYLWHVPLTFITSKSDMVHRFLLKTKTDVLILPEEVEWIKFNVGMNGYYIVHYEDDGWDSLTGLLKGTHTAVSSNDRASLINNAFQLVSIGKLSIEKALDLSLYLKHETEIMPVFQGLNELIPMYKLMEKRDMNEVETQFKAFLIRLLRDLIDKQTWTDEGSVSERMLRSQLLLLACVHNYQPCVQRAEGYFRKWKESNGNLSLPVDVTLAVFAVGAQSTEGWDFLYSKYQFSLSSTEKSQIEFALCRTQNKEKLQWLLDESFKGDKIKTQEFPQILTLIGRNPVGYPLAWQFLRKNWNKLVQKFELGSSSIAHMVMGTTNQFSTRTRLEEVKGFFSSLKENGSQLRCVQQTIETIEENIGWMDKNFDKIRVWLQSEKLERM
CFTR F508del cor: correctors of CFTR F508del function in bronchial epithelial cells | 0.36% of 350,000 active | CFBE cells, YFP halide quenching; stimulated with forskolin plus potentiator P3; % fluorescence drop versus neutral controls | activity (quench increase), % at 7.58 µM;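 active = mean added fluorescence quench of at least 8% versus neutral control, with both replicates also reaching 8%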;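 note: cells transiently co-express mutant CFTR-F508del with the halide-sensitive YFP; corrector assay measuring rescue of mutant channel to the surface after 24 h compound exposure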
RAD52 inh: inhibitors of human RAD52 DNA annealing. P43351. recombinant RAD52 DNA annealing, FRET fluorescence. inhibition, % at 18.7 µM. 0.46% of 360,000 active. AID 651710;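 active = every replicate showing at least 50% inhibition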
esBAF inh: inhibitors of esBAF chromatin remodeling in mouse ES cells. 2% of 350,000 active. reporter increase, % at 12.5 µM. AID 602393. Bmi1-luciferase knock-in reporter, 24 h; 100% = twice the neutral-well signal; in the data active = activation above about 40%;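 note: 0% = median of the plate's neutral control wells and 100% = double that signal; a rise in the Bmi1 reporter signal indicates esBAF inhibition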
XiGFP reactiv: activators of X-chromosome reactivation in mouse fibroblasts; XiGFP mouse fibroblasts, % GFP-positive cells imaging, 3 d; cells co-treated with 5-aza-dC sensitizer; scaled so ellipticine positive control = 100%; activation, % at 7.58 µM; 0.055% of 360,000 active; AID 743238;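 active = mean normalized replicate activation at least 10% and every replicate at or above 10%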;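 note: 0% = median of on-plate neutral control wells and 100% = ellipticine 6 µM median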
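assay system = SV40-immortalized XiGFP fibroblast cells, line 68-5-11 | buffer or medium = DMEM plus 5-aza-dC sensitizer | doses = single-point pinned compound dosing | times = 3-day compound exposure, then 15 min fixation at room temperature | benchmarks = positive control ellipticine, 6 µM final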
GSIS activator: primary screen for activators of insulin secretion dependent on glucose, INS-1E cells, GLuc reporter luminescence; 0.61% of 370,000 active; INS-1E GLuc reporter insulin secretion, 2-3 h; activation, % at 16.6 µM; AID 743287;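 active = lowest replicate activation of at least 40%, so every replicate reaches that level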;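 note: 0% = median of neutral control wells and 100% = median of IBMX positive control wells; some compounds called inactive have numbers as strong as hits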
Numbers without * were called inactive; . = not tested or not shown; & = joins results of further samples.

SMILES	ARNT-TACC3 inh	RAD54 branch	ERAP1 HTS inh	CFTR F508del cor	RAD52 inh	esBAF inh	XiGFP reactiv	GSIS activator
Cc1c([N+](=O)[O-])c([N+](=O)[O-])nn1CC(=O)N1CCOCC1	-3	.	2	0.9	-4	.	0.0	-3
COc1ccc(Oc2ncccc2[N+](=O)[O-])cc1	-5	-7	-3	1.0	-7	0	-0.1	4
CO[C@H]1CN(C)C(=O)c2cc(NS(=O)(=O)c3ccccc3)ccc2OC[C@H](C)N(Cc2ccccn2)C[C@@H]1C	-7	-5	-2	-0.9	11	2	-0.1	0
CC1=NN(c2ccccc2)C(=O)/C1=C/N(C)C	16	-1	-1	0.7	-8	.	-0.2	-8
CNC(=O)C[C@@H]1CC[C@H]2[C@H](COc3ccc(NC(=O)c4ccc(F)c(F)c4)cc3C(=O)N2C)O1	-19	-2	-2	-1.6	-5	6	0.5	9
C[C@H]1CN([C@@H](C)CO)C(=O)c2cccc(NS(C)(=O)=O)c2O[C@@H]1CN(C)Cc1ccc(Cl)c(Cl)c1	7	-1	0	0.0	-1	2	0.1	2
O=C(Nc1ccc(F)cc1)c1ccccc1F	-1	.	5	-1.1	2	85*	.	-2
O=C(C[C@H]1C[C@H]2c3cc(NC(=O)Nc4ccc(C(F)(F)F)cc4)ccc3O[C@H]2[C@H](CO)O1)NCc1cccnc1	-2	4	0	0.8	-6	-3	0.0	9
Cn1c(SCC(=O)NC2CC2)nnc1-c1cccs1	-5	-11	-1	-2.0	-12	0	0.0	-13
COc1ccccc1CNC(=O)C[C@@H]1CC[C@@H](NC(=O)CC2CC2)[C@@H](CO)O1	-14	-5	0	-1.3	-10	-2	1.6	25
COCC(C)n1c(SCC(=O)N2CC(=O)Nc3ccccc32)nc2ccccc2c1=O (configuration not stated)	3	5	4	15*	-62	0	-0.7	-16
O=C(O)c1ccccc1SCC(=O)N1c2ccccc2Sc2ccccc21	-1	-10	6	0.0	-22	.	0.0	-12
C[C@@H]1CCCCO[C@H](CN(C)C(=O)Nc2cccc3ccccc23)[C@@H](C)CN([C@H](C)CO)C(=O)c2cc(N(C)C)ccc2O1	2&8	-8&3&1	1&-1&0	-0.8&1.3&-1.2	1&-9&-27	6&-2&11	0.4&0.0	-24&-6
Cc1ccc2nc3n(c(=O)c2c1)-c1ccccc1C(=O)NC3Cc1ccccc1 (configuration not stated)	.	.	3	1.2	-1	.	0.0	-14
C[C@H](CO)N1C[C@H](C)[C@H](CN(C)Cc2ccc(C(=O)O)cc2)OCCCC[C@H](C)Oc2ccc(NS(=O)(=O)c3ccc(Cl)cc3)cc2C1=O	-4	-5	2	-2.0	-4	-1	0.2	8
COc1ccc(NC(=O)CN(C)C(=O)c2cnc(Cl)c(Cl)c2)cc1	-2	3	-1	0.6	-4	-4	0.1	0
O=C(C[C@H]1C=C[C@@H](NC(=O)c2ccncc2)[C@@H](CO)O1)NCC1CCCCC1	1	2	-2	-1.0	-1	-1	-0.2	-2
Cc1ccc2oc(=O)c(/C=C(\O)c3sc(C)nc3C)nc2c1	-2	.	8	-3.1	-27	.	-0.1	.
O=C(C[C@H]1C=C[C@H](NC(=O)c2cccc(F)c2)[C@H](CO)O1)NCCN1CCCC1	0	-5	1	0.4	-8	-1	-0.4	7
CN1C(=O)N(C)c2ccc(C=O)c3cccc1c23	-1	.	-3	2.7	-40	.	0.0	0
N#C[C@@H]1[C@H](c2ccc(-c3cccc(F)c3)cc2)[C@H](CO)N1C(=O)CN1CCOCC1	-20	5	-2	-1.6	-22	4	-0.1	-5
Cc1noc(C)c1NC(=O)N1C[C@@H](O)COC[C@@H]2O[C@@H](CC(=O)NCC3CC3)CC[C@H]21	3	1	0	-2.4	-26	0	0.3	6
NS(=O)(=O)c1ccc(NC(=O)c2ccc(-c3ccccc3)cc2)cc1	.	.	0	-0.3	-36	.	-0.1	17
O=S(=O)(c1ccccc1)N1CCN(S(=O)(=O)c2ccc(F)cc2)CC1	-2	-9	6	0.8	8	3	0.0	1

Looked up by structure from above (2):
SMILES	ARNT-TACC3 inh	RAD54 branch	ERAP1 HTS inh	CFTR F508del cor	RAD52 inh	esBAF inh	XiGFP reactiv	GSIS activator
CN1C(=O)N(C)c2ccc(C=O)c3cccc1c23	-1	.	-3	2.7	-40	.	0.0	0
NS(=O)(=O)c1ccc(NC(=O)c2ccc(-c3ccccc3)cc2)cc1	.	.	0	-0.3	-36	.	-0.1	17

Going on with the list:
SMILES	ARNT-TACC3 inh	RAD54 branch	ERAP1 HTS inh	CFTR F508del cor	RAD52 inh	esBAF inh	XiGFP reactiv	GSIS activator
C[C@H]1CN([C@@H](C)CO)C(=O)Cc2cc(NS(=O)(=O)c3ccc(Cl)cc3)ccc2O[C@@H]1CN(C)Cc1ccccc1	18	3	2	1.4	25	9	-1.2	-13
C[C@@H]1CCCCO[C@H](CN(C)C)[C@H](C)CN([C@@H](C)CO)C(=O)c2cc(NC(=O)NC3CCCCC3)ccc2O1	.	.	.	-1.9	.	-1	0.0	-6
Cc1ccc(NC(=O)c2n[nH]c(=O)c3ccccc23)cc1S(=O)(=O)N1CCOCC1	-3	.	0	-0.5	-1	.	0.2	.
Cc1ccc(S(=O)(=O)N2CCCCC2)cc1NC(=O)c1ccccc1Cl	4	-15	1	0.9	-7	7	0.0	-10
O=S(=O)(c1ccccc1)N1CCN=C1SCc1cccnc1	5	.	2	1.0	-26	.	0.1	16
CCC(=O)Nc1cccc(C2=NOC3(C2)C[C@H](C(N)=O)N(C(=O)CC#N)C3)c1 (some centres not stated)	-6	-6	-1	6.2	-25	0	0.0	12
C[C@H](CO)N1C[C@H](C)[C@@H](CN(C)C(=O)[C@@H]2CCCN2C)OCc2ccccc2-c2c(n(C)c3ccccc23)C1=O	.	0	-3	-0.8	-25	1	1.3	4
O=C(CCl)NC1CCCc2ccccc21 (configuration not stated)	1	.	-2	-7.8	1	.	0.1	-16
C=C1CCN([C@@H](CC(C)C)C(=O)Nc2nc3ccc(Cl)cc3s2)S(=O)(=O)c2ccccc21	-3	-7	.	0.0	-5	6	0.0	18
CC1=C(C(=O)OCc2ccccc2)C(/C=C/c2ccccc2)N2C(=O)CCSC2=N1 (configuration not stated)	.	-5	4	.	-6	2	0.0	-6
CC1(C(=O)NS(=O)(=O)C2CC2)CCCN(C(=O)c2ccccc2C(F)(F)F)C1 (configuration not stated)	.	7	1	-0.6	-2	-1	-0.1	3
O=C(C[C@H]1CC[C@@H]2[C@H](COC[C@@H](O)CN2C(=O)c2ccncc2)O1)NCc1ccc(-c2ccccc2)cc1	10	12	-3	0.9	-3	0	0.2	9
COc1ccccc1NC(=O)Nc1ccc2c(c1)OC[C@@H](C)N(Cc1ccccc1Cl)C[C@@H](C)[C@H](OC)CN(C)C2=O	8	2	4	3.7	5	11	0.4	5
COc1ccc(-c2csc(C(C)(O)c3cccc(F)c3)n2)cn1 (configuration not stated)	.	-13	0	2.9	4	0	0.0	.
N#CC1=C(N)Oc2nc[nH]c(=O)c2C1c1cccs1 (configuration not stated)	.	.	2	-1.4	1	.	0.0	14
CCOC(=O)[C@]12CCC=C1N(Cc1ccccc1)C(=O)[C@H](CC(=O)NCC1CCCCC1)C2	.	.	-2	-3.3	2	.	-0.2	.
C=CCOc1ccccc1CN(CCc1ccccc1)C(=O)c1cccc(S(C)(=O)=O)c1	-2	-3	5	0.7	-5	-2	0.5	-10
O=C(CN(c1cc(C(F)(F)F)ccc1Cl)S(=O)(=O)c1ccccc1)NCc1cccnc1	-2	-2	-5	-1.3	-20	-2	0.3	.
CC(c1nnc(SCC(=O)NC(=O)NCc2ccco2)n1-c1ccc(Cl)cc1)N(C)C (configuration not stated)	0	-3	-4	-0.6	6	1	.	-3
CCc1ccc(-c2nc(CS(=O)CC(=O)NCCCN3CCC(C)CC3)c(C)o2)cc1 (configuration not stated)	4	-7	-3	-1.2	-9	12	-0.1	-4
C[C@@H]1CN([C@H](C)CO)C(=O)Cc2cc(NC(=O)Cc3ccccc3)ccc2O[C@H]1CN(C)C(=O)Nc1ccc(F)cc1	3	-2	1	1.5	-9	5	-1.4	5
Cc1ccc(C(=O)CN(CCCC(N)=O)C(=O)c2ccncc2)cc1	0	-17	-4	3.6	-1	-2	3.5	1
Cc1noc(C)c1NC(=O)Nc1ccc2c(c1)C(=O)N([C@H](C)CO)C[C@H](C)[C@@H](CN(C)Cc1ccc(Cl)c(Cl)c1)O2	8	-4	3	6.0	11	-3	-0.1	20
CCCN(Cc1nnc(-c2cccs2)o1)C(=O)CN1C(=O)NC2(CCCCC2C)C1=O (configuration not stated)	21	9	4	-1.0	-4	7	1.0	-12
COc1ccc(C2=Nc3ccc(C)cc3C(c3ccccc3)N2CC(=O)NN)cc1 (configuration not stated)	22	.	-3	-4.0	-3	.	0.2	-13
COc1ccc(/C=N/N=C2\SC(CC(=O)O)C(=O)N2c2ccccc2)cc1 (configuration not stated)	-3	.	-4	.	0	.	0.0	.
COc1ccccc1OCc1ccc(C(=O)NN)o1	-7	-3	-2	3.5	-4	-10	-0.1	-12
CC(C)(C)OC(=O)C(Cc1ccc(OC(C)(C)C)cc1)NC(=O)CNC(=O)CNC(=O)OCc1ccccc1 (configuration not stated)	-4	-3	-6	-0.8	-1	.	0.3	-15
C[C@@H]1CCCCO[C@@H](CN(C)C(=O)CCC(F)(F)F)[C@H](C)CN([C@H](C)CO)C(=O)c2cc(NS(=O)(=O)c3ccccc3)ccc2O1	-2	-1	1	1.0	-5	14	0.3	-18
O=C(Cc1ccncc1)Nc1ccc2c(c1)[C@H]1C[C@@H](CC(=O)N3CCc4ccccc4C3)O[C@@H](CO)[C@H]1O2	3	8	0	-1.5	4	2	0.1	2
CCS(=O)(=O)Nc1ccc2c(c1)C(=O)N(C)[C@@H]1CC[C@@H](CC(=O)Nc3ccccc3)O[C@H]1CO2	-11	-9	0	-0.6	1	-1	0.0	16
COc1cc(CC(=O)N2CCN(S(=O)(=O)c3ccc(C(C)C)cc3)CC2)cc(OC)c1OC	.	4	2	0.3	-9	2	-0.1	-9
CC(C)C(NS(=O)(=O)c1cccc2nsnc12)C(=O)Nc1nccs1 (configuration not stated)	3	-3	.	-2.7	-2	7	0.0	0
C[C@@H]1CN([C@@H](C)CO)C(=O)CCCn2nncc2CO[C@@H]1CN(C)C(=O)c1cc(-c2ccccc2)on1	5&-8	-8&8&8	0&-2&0	0.7&-2.4&3.6	-19&-7&2	-3&5&0	0.0&0.0	16
CO[C@H]1CC[C@@H]2CCN(C)C(=O)[C@H](C)[C@@H](OC)CN(C)C(=O)c3cc(C#N)ccc3OC[C@H]1O2	-1	4	-1	-2.3	2	-4	-0.1	9
CC(C)NC(=O)N1Cc2cc(C(=O)NC3CCCC3)nc(-c3cccc(-c4cccnc4)c3)c2[C@H]1CCO	.	.	3	-3.1&2.0	30&-19	.	-0.1&0.0	-15&-2
CCOC(=O)C1(CCc2ccccc2)CCN(Cc2ccc(O)cc2)CC1	4	4	-1	0.4	-2	-1	-0.8	-10
N#C[C@@H]1[C@H](c2ccc(C#CCC3CCCC3)cc2)[C@@H](CO)N1C(=O)CN1CCOCC1	-2	0	-1	0.6	-22	6	-0.1	2
CN1C(=O)NC(c2ccccc2)(C(F)(F)F)S/C1=C(/C#N)c1nnc(N2CCOCC2)n1-c1ccccc1 (configuration not stated)	-3	.	2	1.1	-9	.	0.0	-19
CCCNC(=O)Nc1ccc2c(c1)C(=O)N(C)[C@H]1CC[C@H](CC(=O)NC3CCC3)O[C@@H]1CO2	-14	-7	-2	-1.7	15	0	0.0	-5
COC(=O)c1ccc(CNC(=O)COC(=O)/C=C/c2ccc(OC)c(OC)c2)cc1	-2	-2	1	2.8	-23	-7	0.0	9
CCCC(=O)NC(=S)Nc1cccc(Cl)c1N1CCCC1	-1	-3	2	3.5	-1	-5	0.4	18

Outcome played no part in choosing rows. About 3.3% of those tested had a hit in this group.
